Bioassay records deposited in PubChem by several laboratories.
HGIII-sPLA2 inh – Inhibits HGIII-sPLA2 liposome hydrolysis, primary screen. AID 743126. QFRET BODIPY PC-A2 liposome hydrolysis, fluorescence. actives 0.56% (n = 370,000). inhibition, % at 12.2 µM. Q9NZ20;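 active = inhibition above mean plus 3 SD of compounds lying within the high and low control bounds, cut at about 19% in these data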;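 note: 0% = median of test compound wells and 100% = no enzyme DMSO wells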
ARFGAP1 inhibitor – rat ARFGAP1 inhibition. Q62848. Arfgap1-stimulated ARF1 GTP hydrolysis, GDP FP detection. inhibition, % at 16.5 µM. actives 0.26% (n = 360,000);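 active = inhibition above a per-plate limit, mean inhibition of low control wells plus 3 SD, cut at about 25% in these data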;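 note: 0% = DMSO wells with enzyme and 100% = wells lacking Arfgap1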
Target sequence (Q62848 1-136 limits assumed): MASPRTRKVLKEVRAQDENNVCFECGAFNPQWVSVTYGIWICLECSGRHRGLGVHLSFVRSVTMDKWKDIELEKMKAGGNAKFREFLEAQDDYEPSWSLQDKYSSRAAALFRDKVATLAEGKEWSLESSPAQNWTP
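Repeats: one replicate per compound; assay system: rat Arfgap1 catalytic domain, aa 1-136; times: enzyme reaction 120 min at 25 °C after 20 min preincubation; detection: FP of antibody-bound GDP Alexa 633 tracer, ex 620/em 688 nm; benchmarks: high control wells lacking Arfgap1, low control full reaction with DMSO; reagent: human ARF1(Δ1-17)-GTP substrate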
GC-A act – GC-A (human) enzyme activation. AID 1671463. actives 0.14% (n = 370,000). HEK293 GC-A cells, cGMP TR-FRET, EC30 ANP; 0% at EC30 ANP, 100% saturating ANP. P16066. activation, % at 10 µM; in the data active = activation above about 40%
NPR2 activator – GC-B (human) receptor activation; HEK293-GC-B cells, CNP EC30, cGMP TR-FRET; 0% at EC30 CNP, 100% saturating CNP; activation, % at 10 µM; actives 0.11% (n = 370,000); P20594;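 active = activation at 10 µM reaching about 35% in either raw or pattern-adjusted values, limit read from the data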
proKLK7 act – activates the human kallikrein-7 zymogen; activation, % at 7 µM; P49862; actives 0.9% (n = 370,000); purified proKLK7, EDANS-DABCYL substrate fluorescence; 100% is mature enzyme control, 0% vehicle; AID 652039;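 active = activation above the mean of all tested compounds plus 3 SD, computed per campaign excluding outliers beyond control limits, cut at about 13% in these data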
Target sequence (P49862 whole entry, looked up): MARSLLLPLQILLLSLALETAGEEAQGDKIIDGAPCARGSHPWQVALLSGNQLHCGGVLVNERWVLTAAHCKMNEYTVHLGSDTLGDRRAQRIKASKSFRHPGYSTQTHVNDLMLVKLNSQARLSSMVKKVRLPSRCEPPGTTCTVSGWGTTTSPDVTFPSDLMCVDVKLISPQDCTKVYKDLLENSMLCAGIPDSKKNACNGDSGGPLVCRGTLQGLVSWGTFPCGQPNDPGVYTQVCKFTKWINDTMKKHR
ADAM10 inh – inhibits human ADAM10; O14672; recombinant ADAM10, EDANS/DABCYL FRET peptide cleavage, 3 h; inhibition, % at 7 µM; actives 0.62% (n = 370,000); AID 720582;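 active = inhibition above a per-campaign cutoff equal to the mean of compounds falling between control-based bounds plus 3 SD, cut at about 20% in these data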;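 note: 0% = DMSO wells while the 100% control is not disclosed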
GAA850 FXN act – frataxin GAA850 promoter activation. AID 540364. actives 0.56% (n = 360,000). activation, % at 6 µM. HEK293 lucGAA850 FXN promoter luciferase reporter, 24 h; percent of 10 µM SAHA response;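 active = activation above the average of all compounds screened plus 3 SD, cutoff fixed separately per campaign, cut at about 7.5% in these data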;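 note: 0% = DMSO wells and 100% = 10 µM SAHA wells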
ASAP1 inh – inhibitors of human ASAP1 ArfGAP activity; Q9ULH1; ASAP1-stimulated ARF1 GTP hydrolysis, GDP FP detection; inhibition, % at 16.5 µM; actives 0.19% (n = 360,000); AID 624377; in the data active = inhibition above about 25%;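 note: 0% = vehicle with enzyme and substrate and 100% = no enzyme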
Target sequence (Q9ULH1 325-724 limits assumed): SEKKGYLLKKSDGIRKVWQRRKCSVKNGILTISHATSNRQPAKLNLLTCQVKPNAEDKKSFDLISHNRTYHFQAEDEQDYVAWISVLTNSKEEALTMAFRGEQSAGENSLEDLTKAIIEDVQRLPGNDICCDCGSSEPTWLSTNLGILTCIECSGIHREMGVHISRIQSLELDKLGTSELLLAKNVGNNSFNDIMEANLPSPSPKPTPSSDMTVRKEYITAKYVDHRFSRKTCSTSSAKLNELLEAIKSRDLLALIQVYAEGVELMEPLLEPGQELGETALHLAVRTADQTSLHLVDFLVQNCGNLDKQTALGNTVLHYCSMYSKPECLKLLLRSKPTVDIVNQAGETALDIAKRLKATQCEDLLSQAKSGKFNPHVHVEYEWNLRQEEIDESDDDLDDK
DDE Tn6 FP inh – inhibitors of Tn6 peptide binding to human fibrin DD(E); actives 0.21% (n = 370,000); inhibition, % at 8.3 µM; P02675; Fibrin DD(E) TRITC-Tn6 fluorescence polarization displacement;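 active = inhibition above a per-campaign cutoff: mean of compounds within control limits plus 3 SD, cut at about 15% in these data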;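 note: 0% = median of all compound wells on the plate and 100% = blocking peptide control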
rCAG binder – r(CAG) repeat RNA binding. inhibition, % at 3 µM. TO-PRO-1 dye displacement fluorescence. AID 651821. actives 1.3% (n = 370,000);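 active = inhibition above the plate cutoff, the mean of all test compounds on that plate plus 3 SD, cut at about 35% in these data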;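 note: 0% = DMSO alone and 100% = 100 µM mitoxantrone as full dye displacement; higher means more dye released from RNA so lower well fluorescence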
Starred values were filed as active, the others as inactive; . = not tested or not shown.

SMILES	HGIII-sPLA2 inh	ARFGAP1 inhibitor	GC-A act	NPR2 activator	proKLK7 act	ADAM10 inh	GAA850 FXN act	ASAP1 inh	DDE Tn6 FP inh	rCAG binder
O=C1CCCc2ccccc2N1Cc1ccc(F)cc1	2	1	.	.	-0.3	-4	-1.2	2	-8	-6
Cn1c(=O)cc(OCCCC(=O)Nc2cc(Br)ccn2)c2ccccc21	-4	.	-8	-13	.	-4	.	.	-2	.
N#Cc1ccc(NC(=O)NN2CCCCCC2)cc1	-6	0	0	7	0.6	-1	0.2	-1	-2	0
COc1ccc(N=CC2=C(O)CC(c3ccccc3)CC2=O)c(OC)c1 (stereo not drawn)	7	6	4	0	-63	-2	-2.0	1	-6	10
COc1ccc(N=C2NC(=O)C(CC(=O)NCCc3ccc(OC)c(OC)c3)S2)cc1 (stereo not drawn)	0	5	-1	-7	-0.5	2	-1.8	3	6	-1
CC(NC(=O)C(=O)N1CCCCC1)C(c1cccs1)N1CCN(C)CC1 (stereo not drawn)	3	5	3	5	0.5	0	2.1	10	0	0
CC(OC(=O)c1cccc(-n2cnnn2)c1)c1nc2ccccc2c(=O)[nH]1 (stereo not drawn)	-5	8	-3	-7	-0.7	-3	-0.9	3	8	6
CC(c1cccs1)N(C)Cc1nc(CCc2ccccc2)no1 (stereo not drawn)	0	-5	-3	7	0.1	1	0.1	3	-2	-6
COc1ccc(C(=O)OCC(=O)Nc2cc(S(=O)(=O)N3CCOCC3)ccc2N2CCCC2)cc1	3	23	-2	5	-0.2	-18	-0.4	4	-11	4
COc1ccc(CCNC(=S)Nc2cccc(C)c2C)cc1	11	19	-1	-4	0.4	4	1.8	-9	-10	0
OCCn1c(-c2ccccc2)csc1=Nc1ccccc1	-1	1	3	2	0.4	8	3.5	2	0	-1
O=c1ncn(-c2cccc([N+](=O)[O-])c2)c2ccccc12	8	1	-8	-8	0.0	-3	0.4	-5	1	7
CCOc1ccccc1C(=O)N1CCN(C(c2ccccc2)c2ccccc2)CC1	3	3	-6	-6	-0.1	4	0.0	-1	-3	-2
CNC(=O)CSc1nnc(-c2cccc(S(=O)(=O)N3CCOCC3)c2)n1-c1ccc(F)cc1	-5	-4	2	2	0.3	-9	0.6	-1	-6	-3
Cc1ccc(C)c(OCCC(=O)NCCc2ccc(F)cc2)c1	1	-15	0	-3	-0.1	10	-1.2	-4	8	-5
O=C(Nc1cccc(-n2cnnn2)c1)c1ccc(Cl)cc1Cl	3	9	4	1	0.3	-4	-0.9	4	-3	0
CCc1ccc(CNC(=O)CCC(=O)n2ncc3cc(C)ccc32)cc1	-2	0	-2	-6	-0.2	-8	0.1	-16	-2	5
Cn1c(CSCc2ccccc2Cl)nnc1SCC(=O)Nc1nccs1	-10	-6	-1	0	1.0	6	-0.3	-8	-8	-5
COCC(=O)N(c1ccccc1)C(C)C(=O)OC (stereo not drawn)	2	-4	-1	0	0.2	-3	1.4	1	-4	0
N#C/C(=C\c1cn[nH]c1-c1ccccc1)C(=O)NC1CCCCCC1	-10	4	-4	-4	-0.3	1	0.5	3	0	2
CN(C)C(=O)CN1C(=O)NC2(CCc3ccccc32)C1=O (stereo not drawn)	4	5	2	4	-1.2	0	1.6	10	4	1
COC(=O)[C@H](CC(C)C)NC(=O)Nc1ccc(S(N)(=O)=O)cc1	-3	-14	4	5	0.5	1	0.9	11	7	4
CC(OC(=O)c1nc(Cl)ccc1Cl)C(=O)Nc1ccc2c(c1)OCCO2 (stereo not drawn)	0	-16	-2	-5	0.3	2	0.2	10	-3	-2
COc1cccc(N2CC(C(=O)Nc3nnc(SCCC4OCCO4)s3)CC2=O)c1 (stereo not drawn)	-13	-8	-3	3	0.1	1	0.9	0	9	6
Cc1ccccc1CNC(=O)C1CCC(=O)N(C2CC2)C1 (stereo not drawn)	0	8	0	2	0.1	5	2.2	3	-8	-2

Shown in markdown: four of the compounds above
| SMILES | HGIII-sPLA2 inh | ARFGAP1 inhibitor | GC-A act | NPR2 activator | proKLK7 act | ADAM10 inh | GAA850 FXN act | ASAP1 inh | DDE Tn6 FP inh | rCAG binder |
| --- | --- | --- | --- | --- | --- | --- | --- | --- | --- | --- |
| N#Cc1ccc(NC(=O)NN2CCCCCC2)cc1 | -6 | 0 | 0 | 7 | 0.6 | -1 | 0.2 | -1 | -2 | 0 |
| COc1ccc(N=CC2=C(O)CC(c3ccccc3)CC2=O)c(OC)c1 (stereo not drawn) | 7 | 6 | 4 | 0 | -63 | -2 | -2.0 | 1 | -6 | 10 |
| COc1ccc(N=C2NC(=O)C(CC(=O)NCCc3ccc(OC)c(OC)c3)S2)cc1 (stereo not drawn) | 0 | 5 | -1 | -7 | -0.5 | 2 | -1.8 | 3 | 6 | -1 |
| CC(NC(=O)C(=O)N1CCCCC1)C(c1cccs1)N1CCN(C)CC1 (stereo not drawn) | 3 | 5 | 3 | 5 | 0.5 | 0 | 2.1 | 10 | 0 | 0 |

(cont.)
SMILES	HGIII-sPLA2 inh	ARFGAP1 inhibitor	GC-A act	NPR2 activator	proKLK7 act	ADAM10 inh	GAA850 FXN act	ASAP1 inh	DDE Tn6 FP inh	rCAG binder
COc1cc(NC(=O)Nc2ccccc2OC)c(OC)cc1NC(=O)CN1CCCCC1	-9	5	-1	3	-0.2	10	0.9	-9	-1	6
O=C(Cc1ccccc1)NN1C(=O)C2C3C=CC(C3)[C@@H]2C1=O (stereo partly drawn)	2	7	3	0	0.3	2	2.6	-1	0	1
COc1ccc(C(=O)Nc2cccc(OC(=O)c3ccco3)c2)cc1	-9	10	4	1	0.2	4	3.3	1	-8	0
Cc1cc([N+](=O)[O-])ccc1NCc1cccc([N+](=O)[O-])c1	12	19	1	-1	0.1	9	2.9	13	-4	5
CSCC[C@H](NC(=O)N1CCn2c1nc1ccccc12)C(=O)NC1CC1	7	14	-2	4	-0.2	-1	1.1	3	-13	-3
COc1ccc(/C=C2\SC(=S)N(CCC(=O)N3CCCCC3)C2=O)cc1	3	2	-7	3	0.6	1	-0.6	-10	-1	6
COc1ccc(S(=O)(=O)NCc2ccc(C(=O)N(C)Cc3ccco3)cc2)cc1	-12	-1	1	1	-0.2	9	1.2	-11	-1	-1
CC1ON=C(c2ccc(F)cc2)NC1=O (stereo not drawn)	6	-3	2	1	-0.1	9	0.0	4	0	2
Cc1c(N)cccc1[N+](=O)[O-]	-2	4	3	-5	0.3	-12	-0.5	6	2	0
CCOC(=O)C1=C(CS(=O)(=O)c2ccccc2)NC(=O)NC1c1ccc(OC)c(OC)c1 (stereo not drawn)	2	3	2	-1	0.5	4	-2.6	-1	1	-5
CCN(CC)S(=O)(=O)c1ccc(-c2nnc(SCC(=O)c3ccc(OC)cc3)o2)cc1	-3	8	2	1	-0.3	-3	-3.6	-4	6	-5
O=C1CN(C(=O)c2ccccc2Br)C(c2ccc(F)cc2)c2cc(F)ccc2N1 (stereo not drawn)	14	23	-7	-8	0.1	2	-2.1	-3	3	-1
CCOc1cccc(NC(=O)/C(C#N)=C\c2cccnc2)c1	-35	9	-16	-8	-0.2	2	1.2	14	-1	2
O=C(CCC1CCCCC1)NCCS(=O)(=O)N1CCN(c2ccc(F)cc2)CC1	-11	9	2	1	0.5	-2	-0.2	0	-2	-6
CCn1ccnc1CN1CCc2c([nH]c3ccccc23)C1CC(C)C (stereo not drawn)	-7	6	-2	3	2.4	-11	-0.2	-2	-4	-7
COc1ccc(C(=O)C[n+]2ccc(N)c(C)c2C)cc1	7	-12	0	7	0.1	10	0.1	-7	5	5
COc1cc(OC)cc(C(=O)N[C@H](C(=O)OCC(=O)NC(=O)NC(C)(C)C)C(C)C)c1	-11	7	4	3	0.1	2	-0.9	-1	5	-9
CCc1sc(C(=O)Nc2cccc(C(C)=O)c2)cc1C	-9	1	-1	1	0.1	4	3.0	12	-5	-2
CCNC(=S)N1CCN(C(c2ccccc2)c2ccccc2)CC1	-2	-9	-7	-13	-0.4	10	2.8	-8	-10	-1
CCOC(=O)c1c(C)nc(C)c2c(=O)oc3ccccc3c12	4	-5	-3	-3	0.1	-6	1.4	3	-2	-2
O=C(Nc1ccc(C(=O)N2CCOCC2)cc1)c1cc(-c2cccnc2)nc2ccc(Br)cc12	-3	-9	6	6	-0.3	2	-0.8	5	0	2
COc1ccc(Cc2nc(=S)[nH][nH]2)cc1Br	4	15	1	1	0.0	2	1.5	0	0	0
CCOc1ccc(C(=O)n2cc(C(=O)OC)c3ccccc32)cc1	-3	2	-5	5	0.3	6	-1.1	7	0	-1
CCNC(=O)COc1ccc(OCc2ccccc2)cc1	-3	12	5	1	0.9	6	0.6	-3	1	-4
CCOC(=O)C1CCN(C(=O)CSc2c3c(nc4ccccc24)CCC3)CC1	-1	-6	0	3	0.0	-3	-1.4	-11	8	-6
COC(=O)c1cc(NC2c3ccccc3C(=O)N2c2ccc(Cl)cn2)cc(C(=O)OC)c1 (stereo not drawn)	5	-4	-13	-17	0.3	-10	1.6	11	2	3
COc1cccc(C(=O)O[C@H]2[C@H](C)NS(=O)(=O)[C@H]3C[C@@H]4C=C[C@]23O4)c1	-6	6	0	8	-0.4	-1	-0.3	11	3	4
C=CCOc1c(Br)cc(CNc2nccs2)cc1OC	5	4	-5	1	-0.4	-6	3.2	-7	-1	-2

Record cards, from the list above:
CC(c1cccs1)N(C)Cc1nc(CCc2ccccc2)no1 (stereo not drawn) in the list: HGIII-sPLA2 inh = 0; ARFGAP1 inhibitor = -5; GC-A act = -3; NPR2 activator = 7; proKLK7 act = 0.1; ADAM10 inh = 1; GAA850 FXN act = 0.1; ASAP1 inh = 3; DDE Tn6 FP inh = -2; rCAG binder = -6
COc1cc(OC)cc(C(=O)N[C@H](C(=O)OCC(=O)NC(=O)NC(C)(C)C)C(C)C)c1 in the list: HGIII-sPLA2 inh = -11; ARFGAP1 inhibitor = 7; GC-A act = 4; NPR2 activator = 3; proKLK7 act = 0.1; ADAM10 inh = 2; GAA850 FXN act = -0.9; ASAP1 inh = -1; DDE Tn6 FP inh = 5; rCAG binder = -9
O=C(Nc1ccc(C(=O)N2CCOCC2)cc1)c1cc(-c2cccnc2)nc2ccc(Br)cc12 in the list: HGIII-sPLA2 inh = -3; ARFGAP1 inhibitor = -9; GC-A act = 6; NPR2 activator = 6; proKLK7 act = -0.3; ADAM10 inh = 2; GAA850 FXN act = -0.8; ASAP1 inh = 5; DDE Tn6 FP inh = 0; rCAG binder = 2
